Screening results deposited in PubChem BioAssay by several laboratories.
NTR1 ag = agonists of NTR1, primary screen, imaging, U2OS cells, beta-arrestin-GFP, high content (AID 493036); P30989; NTR1-U2OS beta-arrestin-GFP spot imaging, agonist mode; activation, % at 20 µM; hit rate 0.17% among 330,000;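 active means activation at or above 40% of the spot to cytoplasm intensity ratio, with at least 20 cells analyzed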;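 further: 0% = DMSO without peptide and 100% = 100 nM NTR1 peptide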
Target sequence (P30989 whole entry, looked up): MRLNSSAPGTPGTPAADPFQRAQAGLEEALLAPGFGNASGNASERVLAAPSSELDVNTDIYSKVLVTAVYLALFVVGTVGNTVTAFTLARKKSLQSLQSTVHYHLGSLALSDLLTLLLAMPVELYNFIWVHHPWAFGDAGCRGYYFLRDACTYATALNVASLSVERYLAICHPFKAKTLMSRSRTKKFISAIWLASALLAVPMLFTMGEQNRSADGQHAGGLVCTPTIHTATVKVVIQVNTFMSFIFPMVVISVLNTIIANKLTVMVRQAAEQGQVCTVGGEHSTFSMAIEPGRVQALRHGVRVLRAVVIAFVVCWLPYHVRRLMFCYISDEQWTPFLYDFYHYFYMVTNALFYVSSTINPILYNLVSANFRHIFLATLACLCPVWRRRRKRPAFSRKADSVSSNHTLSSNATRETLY
TNAP activators = human TNAP enzyme activators, primary screen, biochemical, luminescent, no phosphate acceptor, uHTS (AID 1001). purified TNAP, luminescent activation assay, no phosphate acceptor; higher activation fold means a stronger effect. activation fold at 20 µM, or EC50 in µM where a hit was titrated. hit rate 0.03% among 200,000; in the data active means activation fold from about 3, or a potency from the dose series; inactive means the rest, 99 in 100 with activation fold below about 1.6; further: many of its hits are not listed in these tables
GPR55 activation = selective activators of receptor GPR55 – imaging, U2OS cells, beta-arrestin-GFP redistribution, primary screen (AID 1961). hit rate 0.048% among 290,000. activation, % at 10 µM; hits with a dose series show EC50 in µM. U2OS GPR55 beta-arrestin-GFP redistribution imaging; higher % means a stronger effect;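 active means activation above 40% with more than 50 cells counted in the well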;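 further: U2OS osteosarcoma cells stably expressing GPR55 and beta-arrestin-GFP; plate controls were DMSO negative control for no effect and LPI positive control for full effect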
KOR beta-arrestin-1 = KOR agonists, beta-arrestin recruitment, primary screen, cell-based, luminescence, uHTS (AID 1777). activation, % at 10 µM; hits with a dose series show EC50 in µM. KOR beta-arrestin recruitment, luminescence; higher % means a stronger effect. hit rate 0.02% among 280,000; in the data active means activation above about 50%, passing the limit was not always enough; further: a part of the inactive calls stands beside numbers as strong as those of hits
HEK293 NOD2/NF-kB = NOD2 signaling inhibitors, cell-based, luminescence, uHTS, HEK293 (AID 1566). hit rate 0.63% among 290,000. HEK293 NOD2/NF-kB luciferase reporter, luminescence; higher % means a stronger effect. one-dose inhibition, % at 4 µM; EC50 in µM for titrated hits; further: many of its hits are not listed in these tables
NOD1 inhibition = inhibition of NOD1-driven NF-kB reporter – cell-based, luminescence, uHTS, primary screen (AID 1578); NOD1-driven NF-kB luciferase reporter cells, luminescence; higher % means a stronger effect; inhibition, % at 4 µM, or EC50 in µM where a hit was titrated; hit rate 1% among 290,000; in the data active means inhibition mostly above about 36%, no sharp cut-off; inactive means mostly below about 34%;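 further: HEK-293T reporter cells stimulated with the NOD1 agonist gamma-tri-DAP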
CSM14.1 death rescue = protection against thapsigargin-triggered cell killing – 384-well, CSM14.1, ATP luminescence, primary screen (AID 1222); CSM14.1 thapsigargin-induced death rescue, ATP luminescence; higher % means a stronger effect; cellular ATP content (survival), % at 20 µM; hits with a dose series show EC50 in µM; 190,000 tested, under 10 active;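 active means EC50 below 50 µM in the dose-response confirmation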;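 further: death triggered by thapsigargin at about 15 µM added after 2 h compound pretreatment; cell ATP read after overnight thapsigargin exposure of roughly 18 to 22 hours; normalized against plate controls of thapsigargin alone and 5% DMSO vehicle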
KOR beta-arrestin-2 = kappa opioid receptor blockers – cell-based, luminescence, uHTS (AID 1778); KOR beta-arrestin recruitment, luminescence, antagonist mode; higher % means a stronger effect; inhibition, % at 10 µM, or IC50 in µM where a hit was titrated; hit rate 0.091% among 290,000; further: strong numbers were not always called active
Yfh1-off respiration = enhancers of respiration in Yfh1-depleted yeast, dose response, Friedreich's ataxia, plus single-dose screen (AID 1465) | S. cerevisiae Yfh1-off respiration, WST-1 reduction, 72 h; higher fold induction means a stronger effect | fold induction at 50 µM, or EC50 in µM where a hit was titrated | hit rate 0.074% among 220,000;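 active means fold induction of absorbance versus untreated yeast above a set limit, then at least 30% activation at any dose in follow-up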;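 further: activators that raise dye reduction in frataxin-depleted yeast; strong numbers were not always called active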
NTR1 ag cell count 20 µM = also measured in NTR1 ag; calls as there; cell count; measured here: cell count, cytotoxicity flag
Numbers without * were called inactive; [ ] = remark or other dose. Unless noted, no stated cut-off is given here; in the data, active means inhibition above about 50%; inactive means the rest. The list is partial; the hit share may differ from the screen's.

Preview (2 entries):
For CCOC(=O)C1=C(C)N(C)C(=O)NC1c1ccc2c(c1)OCO2 (stereo not drawn) the results were NTR1 ag -1.1, GPR55 activation 0.4%, KOR beta-arrestin-1 -1.8%, HEK293 NOD2/NF-kB 13%, NOD1 inhibition -6%, KOR beta-arrestin-2 14% and NTR1 ag cell count 20 µM 71.
`Cc1cccc(NC(=O)Cn2cnc(S(=O)(=O)N3CCCC3)c2)c1C` gave NTR1 ag 0.6, GPR55 activation 0.0%, KOR beta-arrestin-1 18%, HEK293 NOD2/NF-kB 16%, NOD1 inhibition -12%, KOR beta-arrestin-2 -36% and NTR1 ag cell count 20 µM 55.

Main list, repeating the preview:
For CCOC(=O)C1=C(C)N(C)C(=O)NC1c1ccc2c(c1)OCO2 (stereo not drawn) the results were NTR1 ag -1.1, GPR55 activation 0.4%, KOR beta-arrestin-1 -1.8%, HEK293 NOD2/NF-kB 13%, NOD1 inhibition -6%, KOR beta-arrestin-2 14% and NTR1 ag cell count 20 µM 71.
`Cc1cccc(NC(=O)Cn2cnc(S(=O)(=O)N3CCCC3)c2)c1C` gave NTR1 ag 0.6, GPR55 activation 0.0%, KOR beta-arrestin-1 18%, HEK293 NOD2/NF-kB 16%, NOD1 inhibition -12%, KOR beta-arrestin-2 -36% and NTR1 ag cell count 20 µM 55.
For O=C(c1cc2cc(Cl)ccc2[nH]1)N1CCN(Cc2ccc3c(c2)OCO3)CC1 the results were NTR1 ag 6.9, GPR55 activation 0.3%, KOR beta-arrestin-1 24%, HEK293 NOD2/NF-kB -15%, NOD1 inhibition 35%, KOR beta-arrestin-2 -18% and NTR1 ag cell count 20 µM 64.
CCOC(=O)c1cc(-c2ccc(C)cc2)nc2nc(SC)[nH]c(=O)c12 was read as NTR1 ag 8.9, TNAP activators 1, GPR55 activation -0.3%, KOR beta-arrestin-1 8.5%, HEK293 NOD2/NF-kB 2%, NOD1 inhibition -4%, CSM14.1 death rescue 2.5%, KOR beta-arrestin-2 -78%, Yfh1-off respiration inactive and NTR1 ag cell count 20 µM 69.
For C=CCn1c(=O)c(C(=O)NCCNCC)c(O)c2ccccc21 the results were NTR1 ag -1.6, TNAP activators 1.1, GPR55 activation 0.1%, KOR beta-arrestin-1 1.9%, HEK293 NOD2/NF-kB 14%, NOD1 inhibition 2%, CSM14.1 death rescue 0.4%, KOR beta-arrestin-2 3%, Yfh1-off respiration inactive and NTR1 ag cell count 20 µM 38.
For Cc1ccc(S(=O)(=O)Nc2cc(=O)[nH]c(SCC(=O)Nc3cccc(C(F)(F)F)c3)n2)cc1 the results were NTR1 ag 2.5, GPR55 activation -0.1%, KOR beta-arrestin-1 -7.8%, HEK293 NOD2/NF-kB 25%, NOD1 inhibition -28%, KOR beta-arrestin-2 -29% and NTR1 ag cell count 20 µM 40.
Screening Cc1ccc(C)c(S(=O)(=O)N2CCN(Cc3ccc(O)c4ncccc34)CC2)c1 returned NTR1 ag 3.1, TNAP activators 1.4, GPR55 activation -0.2%, KOR beta-arrestin-1 -7.2%, HEK293 NOD2/NF-kB 5%, NOD1 inhibition -13%, CSM14.1 death rescue 5.2%, KOR beta-arrestin-2 -11%, Yfh1-off respiration inactive and NTR1 ag cell count 20 µM 68.
`Cc1cccc(/C(N)=N/OC(=O)c2ccc(Cl)cc2Cl)c1` gave NTR1 ag 1.2, TNAP activators 1.1, GPR55 activation -0.2%, KOR beta-arrestin-1 5.4%, HEK293 NOD2/NF-kB -132%, NOD1 inhibition -70%, CSM14.1 death rescue 4.9%, Yfh1-off respiration inactive and NTR1 ag cell count 20 µM 56.
For Cn1c(=O)[nH]c(=O)c2c1nc(SCC(=O)O)n2CCOc1ccccc1 the results were NTR1 ag -1.9, GPR55 activation -0.1%, KOR beta-arrestin-1 -3.7%, HEK293 NOD2/NF-kB 12%, NOD1 inhibition -5%, KOR beta-arrestin-2 -3% and NTR1 ag cell count 20 µM 72.
For CCc1ccc(C(=O)COC(=O)CNC(=O)Cc2ccccc2)cc1 the results were NTR1 ag -0.1, GPR55 activation 0.6%, KOR beta-arrestin-1 -1.4%, HEK293 NOD2/NF-kB 13%, NOD1 inhibition -15%, KOR beta-arrestin-2 9% and NTR1 ag cell count 20 µM 61.
Screening CCN(CC)CCCNC(=O)C1c2ccccc2C(=O)N1Cc1ccc(C)cc1 (stereo not drawn) returned NTR1 ag 0.0, TNAP activators 1.1, GPR55 activation 0.6%, KOR beta-arrestin-1 4.1%, HEK293 NOD2/NF-kB 4%, CSM14.1 death rescue -2.1%, KOR beta-arrestin-2 -8%, Yfh1-off respiration inactive and NTR1 ag cell count 20 µM 86.
`COc1cccc(C(=O)CSc2nnc(-c3cc(OC)c(OC)c(OC)c3)o2)c1` gave NTR1 ag -0.2, TNAP activators 1.2, GPR55 activation -0.1%, KOR beta-arrestin-1 -2.0%, HEK293 NOD2/NF-kB 6%, NOD1 inhibition -14%, CSM14.1 death rescue -0.7%, KOR beta-arrestin-2 -21%, Yfh1-off respiration inactive and NTR1 ag cell count 20 µM 63.
`COc1ccc(C)cc1NC(=S)N1CCN(c2ccccn2)CC1` gave NTR1 ag 2.0, TNAP activators 1.1, GPR55 activation -0.1%, KOR beta-arrestin-1 -1.7%, HEK293 NOD2/NF-kB 1%, NOD1 inhibition -12%, CSM14.1 death rescue -0.1%, KOR beta-arrestin-2 15%, Yfh1-off respiration inactive and NTR1 ag cell count 20 µM 67.
O=C(NCc1ccccc1)C1Cc2ccccc2CN1C(=O)c1ccco1 (stereo not drawn) was read as NTR1 ag -1.1, TNAP activators 1.1, GPR55 activation -1.1%, KOR beta-arrestin-1 1.2%, HEK293 NOD2/NF-kB -14%, NOD1 inhibition -47%, CSM14.1 death rescue 1.2%, KOR beta-arrestin-2 7%, Yfh1-off respiration inactive and NTR1 ag cell count 20 µM 54.
`COC(=O)c1ccc(C(=O)OC)c(NC(=O)Nc2ccc3c(c2)OCO3)c1` gave NTR1 ag -0.5, TNAP activators 1.1, GPR55 activation 0.0%, KOR beta-arrestin-1 5.6%, HEK293 NOD2/NF-kB -40%, NOD1 inhibition -28%, CSM14.1 death rescue -1.0%, KOR beta-arrestin-2 -4%, Yfh1-off respiration inactive and NTR1 ag cell count 20 µM 97.
Cc1cc(NC(=O)C2CCCCC2)n(-c2nc3ccccc3[nH]2)n1 was read as NTR1 ag 18, TNAP activators 1, GPR55 activation -0.1%, KOR beta-arrestin-1 -0.4%, HEK293 NOD2/NF-kB 17%, NOD1 inhibition 38%, CSM14.1 death rescue -1.8%, KOR beta-arrestin-2 8%, Yfh1-off respiration inactive and NTR1 ag cell count 20 µM 78.
`CN1CCN(/N=C2/C(=O)Nc3ccc([N+](=O)[O-])cc32)CC1` gave NTR1 ag 1.3, TNAP activators 1.1, GPR55 activation 0.3%, KOR beta-arrestin-1 -7.8%, HEK293 NOD2/NF-kB 10%, NOD1 inhibition -32%, CSM14.1 death rescue -0.2%, KOR beta-arrestin-2 17%, Yfh1-off respiration inactive and NTR1 ag cell count 20 µM 32.
COC(=O)[C@H](CCSC)NC(=O)NCc1cccs1 was read as NTR1 ag 3.4, TNAP activators 1.2, GPR55 activation 0.1%, KOR beta-arrestin-1 1.1%, HEK293 NOD2/NF-kB 7%, NOD1 inhibition -17%, CSM14.1 death rescue 2.6%, KOR beta-arrestin-2 13%, Yfh1-off respiration inactive and NTR1 ag cell count 20 µM 58.
`CCN(CC(=O)Nc1c(F)cccc1F)C(=O)c1ccc(=O)n(Cc2ccccc2)n1` gave NTR1 ag 2.1, GPR55 activation 0.0%, KOR beta-arrestin-1 0.0%, HEK293 NOD2/NF-kB 7%, NOD1 inhibition -24%, KOR beta-arrestin-2 16% and NTR1 ag cell count 20 µM 85.
CCOc1ccc(-c2nc(S(=O)(=O)c3ccccc3)c(N3CCC(C(N)=O)CC3)o2)cc1 was read as NTR1 ag 0.6, GPR55 activation 0.4%, KOR beta-arrestin-1 4.7%, HEK293 NOD2/NF-kB -43%, NOD1 inhibition -20%, KOR beta-arrestin-2 -4% and NTR1 ag cell count 20 µM 66.
Screening O=C(c1cc2ccccc2oc1=O)N(c1ccccc1)C1C=CS(=O)(=O)C1 (stereo not drawn) returned NTR1 ag 0.6, TNAP activators 1, GPR55 activation -0.2%, KOR beta-arrestin-1 -3.2%, HEK293 NOD2/NF-kB 0%, NOD1 inhibition 5%, CSM14.1 death rescue -2.2%, KOR beta-arrestin-2 7%, Yfh1-off respiration inactive and NTR1 ag cell count 20 µM 59.
N#Cc1ccsc1NC(=O)CN1C(=O)NC2(CCCCC2)C1=O was read as NTR1 ag 0.3, GPR55 activation 0.2%, KOR beta-arrestin-1 4.5%, HEK293 NOD2/NF-kB 2%, NOD1 inhibition -24%, KOR beta-arrestin-2 -29% and NTR1 ag cell count 20 µM 65.
Screening [O-]/C(=C(\C(=S)NCc1ccccc1)[n+]1ccccc1)c1ccc(Cl)cc1 returned NTR1 ag 1.2, TNAP activators 1.1, GPR55 activation -0.3%, KOR beta-arrestin-1 -3.9%, HEK293 NOD2/NF-kB 8%, NOD1 inhibition -20%, CSM14.1 death rescue -1.1%, KOR beta-arrestin-2 -12%, Yfh1-off respiration inactive and NTR1 ag cell count 20 µM 47.
For CC1Cc2ccccc2N1C(=O)C1CC(=O)N(c2ccccc2)C1 (stereo not drawn) the results were NTR1 ag 0.1, GPR55 activation 0.3%, KOR beta-arrestin-1 -0.9%, HEK293 NOD2/NF-kB -5%, NOD1 inhibition 0%, KOR beta-arrestin-2 0% and NTR1 ag cell count 20 µM 45.
CN=C(Nc1ccc(C)c(C)c1)SC1CC(=O)N(c2ccc(OC)cc2)C1=O (stereo not drawn) was read as NTR1 ag -0.7, TNAP activators 1.1, GPR55 activation -0.1%, KOR beta-arrestin-1 -2.8%, HEK293 NOD2/NF-kB 4%, NOD1 inhibition -26%, CSM14.1 death rescue 0.0%, KOR beta-arrestin-2 -8%[20 µM], Yfh1-off respiration inactive and NTR1 ag cell count 20 µM 91.
Screening COc1ccc(CC(=O)Nc2ccc(-c3noc(-c4cccc(OC)c4)n3)cc2)cc1 returned NTR1 ag 1.2, TNAP activators 1, GPR55 activation 0.2%, KOR beta-arrestin-1 -3.2%, HEK293 NOD2/NF-kB 12%, NOD1 inhibition -12%, CSM14.1 death rescue 0.3%, KOR beta-arrestin-2 -8%, Yfh1-off respiration inactive and NTR1 ag cell count 20 µM 43.
O=C1c2ccccc2S(=O)(=O)N1CCS(=O)(=O)c1ccc(F)cc1 was read as NTR1 ag -0.9, GPR55 activation -0.1%, KOR beta-arrestin-1 -4.1%, HEK293 NOD2/NF-kB -19%, NOD1 inhibition -11%, KOR beta-arrestin-2 8% and NTR1 ag cell count 20 µM 45.
